Bioassay records from PubChem BioAssay.
Tat export inh = E. coli Tat export inhibitors, primary screen, MC4100, TorA-mCherry reporter, fluorescence, single point | 340,000 compounds, 0.036% hits | inhibition, % at 10 µM;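 active = mean replicate inhibition at least 50% and at least half of replicates individually reaching 50%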;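 note: exported cargo escapes ClpAP degradation while cytoplasmic cargo is degraded and loses fluorescence; 0% = median of neutral control wells and 100% = median of NaSCN control wells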
HTR5A inv ag = HTR5A inverse agonists in luminescence cell assay, primary screen, counter-screen for OPRM1-OPRD1 heterodimer inverse agonist project, full-deck HTS; 5-hydroxytryptamine receptor 5A (Homo sapiens), P47898; HTR5A cell line, inverse agonism; inhibition, % at 9.3 µM; 340,000 compounds, 0.083% hits; AID 504634, 2011; in the data active = inhibition mostly above about 23%, no sharp cut-off; inactive = mostly below about 18%;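 note: 0% = cells with DMSO and 100% = no-cell wells with DMSO; some compounds called inactive have numbers as strong as hits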
PKA-R1A activ = activators of PKA-R1A holoenzyme, primary screen, biochemical, fluorescence polarization, Cy5-IP20, bovine R1A, mouse PKAc; cAMP-dependent protein kinase type I-alpha regulatory subunit (Bos taurus) + …; PKA-R1A dissociation; scaled: DMSO 0%, 113 µM cGMP 100%; activation, % at 11.4 µM; 340,000 compounds, 0.083% hits; AID 504707, 2011;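 active = percent activation above the mean of all tested compounds plus 3 SD, cut at about 19% in these data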;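 note: higher means more PKAc released from R1A so a rise in polarization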
AddAB inh = growth inhibition of E. coli expressing H. pylori AddAB, primary screen, AddAB inhibitor project, absorbance | inhibition, % at 11.9 µM | 330,000 compounds, 0.29% hits | AID 435030, 2010; in the data active = inhibition above about 12%;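 note: 0% = vehicle wells of infected cells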
OPRM1-OPRD1 inv = inverse agonists of MOR-DOR heterodimerization, primary screen, cell-based, luminescence; Mu-type opioid receptor (Homo sapiens) + Delta-type opioid receptor (Homo sapiens), …; cell-based MOR-DOR heterodimer luminescence, inverse agonism; inhibition, % at 9.3 µM; 340,000 compounds, 0.21% hits; AID 504357, 2011; in the data active = inhibition above about 22%, passing the limit was not always enough;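 note: 0% = cells with DMSO and 100% = wells without cells with DMSO; values of inactives mirror those of a sister screen read the other way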
Target sequence (P35372 whole entry, looked up): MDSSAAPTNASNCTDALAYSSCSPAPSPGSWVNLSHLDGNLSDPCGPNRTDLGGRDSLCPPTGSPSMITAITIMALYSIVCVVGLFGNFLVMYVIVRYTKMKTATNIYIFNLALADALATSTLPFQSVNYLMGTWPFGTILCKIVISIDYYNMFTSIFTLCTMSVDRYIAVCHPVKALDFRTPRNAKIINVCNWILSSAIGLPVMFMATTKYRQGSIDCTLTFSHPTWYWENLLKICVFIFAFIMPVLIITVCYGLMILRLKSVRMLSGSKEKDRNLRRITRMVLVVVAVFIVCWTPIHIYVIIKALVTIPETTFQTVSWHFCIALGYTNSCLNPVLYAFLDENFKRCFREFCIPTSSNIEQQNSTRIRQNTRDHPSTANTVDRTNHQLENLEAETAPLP
Target sequence (P41143 whole entry, looked up): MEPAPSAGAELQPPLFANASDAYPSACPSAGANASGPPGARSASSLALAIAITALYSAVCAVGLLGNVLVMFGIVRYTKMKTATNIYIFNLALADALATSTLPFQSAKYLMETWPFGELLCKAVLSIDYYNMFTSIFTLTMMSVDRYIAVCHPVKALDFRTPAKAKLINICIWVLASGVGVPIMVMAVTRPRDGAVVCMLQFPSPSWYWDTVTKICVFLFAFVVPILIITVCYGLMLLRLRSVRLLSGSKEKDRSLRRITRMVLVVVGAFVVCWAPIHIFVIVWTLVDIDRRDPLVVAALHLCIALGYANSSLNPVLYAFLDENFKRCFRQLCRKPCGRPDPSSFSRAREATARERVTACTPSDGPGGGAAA
PfHsp90 yeast 2 = growth inhibition of PfHsp90-expressing yeast, primary screen, antimalarial PfHsp90 inhibitor project, S. cerevisiae, BacTiter-Glo luminescence, single point, set 2. BacTiter-Glo ATP, 48 h; yeast lacking PDR1 and PDR3 efflux regulators. inhibition, % at 9.4 µM. 310,000 compounds, 0.32% hits. AID 504621, 2011;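 active = every replicate shows inhibition above about 80%, whatever the replicate mean, limit read from the data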;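 note: 0% = DMSO neutral controls and 100% = 20 µM radicicol positive controls; yeast relying on Plasmodium falciparum Hsp90 in place of its own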
PKA-R2B act = activators of PKA-R2B holoenzyme, primary screen, biochemical, fluorescence polarization, Cy5-IP20, human | cAMP-dependent protein kinase catalytic subunit beta (Homo sapiens) + cAMP-dependent … | PKA-R2B holoenzyme dissociation; R2B truncated from residue 108, S112A mutant; 0% DMSO only, 100% 113 µM cGMP | activation, % at 11.4 µM | 340,000 compounds, 0.079% hits;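 active = activation above a cutoff set at the mean over all compounds plus 3 SD, cut at about 18% in these data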;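 note: higher means more holoenzyme dissociation and a rise in polarization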
phage Ecoli inh = growth loss of phage-infected E. coli, primary screen, RecBCD inhibitor project, absorbance, with phage, HTS. inhibition, % at 11.9 µM. 360,000 compounds, 0.26% hits. AID 651602, 2012; in the data active = inhibition above about 11%
SUMO Mot1 rescue = yeast Mot1-301 growth rescue at high temperature, primary screen, SUMOylation pathway inhibitor project, S. cerevisiae, ATP luminescence, 38.5C; 320,000 compounds, 1% hits; growth rescue, % at 18.8 µM; S. cerevisiae Mot1-301 growth rescue; percent above DMSO median, 100 means doubled;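 active = every valid replicate shows activation above 250% relative to neutral control wells; inactive = the rest, any valid replicate at or below 250%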;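 note: OY570 slx delta 5 strain wells were the positive control but not used for scaling; some compounds called inactive have numbers as strong as hits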
E coli growth = E. coli V3065 growth inhibition, primary screen, counter-screen for AddAB inhibitor project, absorbance, OD600. 18 h. inhibition, % at 11.9 µM. 330,000 compounds, 0.27% hits;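 active = inhibition above the campaign's mean inhibition across all tested compounds plus 3 SD, cut at about 9.9% in these data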;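 note: uninfected addAB+ strain grown without phage in ampicillin broth; 0% = DMSO wells and 100% = ciprofloxacin 0.95 µg/ml wells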
MOR-DOR ag = agonists of OPRM1-OPRD1 heterodimerization, primary screen, cell-based, luminescence; Mu-type opioid receptor (Homo sapiens) + Delta-type opioid receptor (Homo sapiens), …; cells; activation, % at 9.3 µM; 340,000 compounds, 0.3% hits; AID 504326, 2011; in the data active = activation above about 18%;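 note: 0% = vehicle-treated cells and 100% = reference agonist; values of inactives mirror those of a sister screen read the other way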
* marks the source's active call; other numbers are inactive results; i = inactive; x = not tested or not shown.

canonical_smiles,PKA-R2B act,PKA-R1A activ,OPRM1-OPRD1 inv,phage Ecoli inh,Tat export inh,HTR5A inv ag,SUMO Mot1 rescue,MOR-DOR ag,E coli growth,AddAB inh,PfHsp90 yeast 2
COC(=O)c1cn(-c2ccccc2)nc1-c1ccncc1,-7,-12,4,0.8,2,-25,i,-0.6,-0.5,1.1,-1
O=C(CSc1nnc(COc2ccc(Cl)cc2)o1)OC1CCCCC1,10,-4,-26,5.7,-1,-11,-1,4.5,0.0,2.6,x
CSCCC(NS(=O)(=O)c1ccccc1)C(=O)OCc1nc2ccsc2c(=O)[nH]1 (stereo not drawn),-9,1,-10,1.6,-9,-25,5,1.6,-1.8,0.0,3
CCOc1ccc(CN(C)c2nc(-c3cccnc3)nc3ccccc23)cc1OC,-1,-8,3,-3.0,-4,-9,401,-0.5,0.9,4.5,15
CCOc1ccc(C(=O)COC(=O)c2nn(CC)c(=O)c3ccccc23)cc1,-5,-7,10,1.7,-2,-8,121,-1.9,-2.8,-2.0,-34
O=C1CC(c2ccco2)Sc2nc3ccccc3n21 (stereo not drawn),-4,-7,3,4.1,0,-1,3,-0.5,-0.8,1.6,14
COc1ccc(CN(C)CC(=O)NC(=O)NCc2ccccc2)c(OC)c1,2,-5,-1,1.0,-2,36,-2,0.2,1.0,4.7,-13
COc1ccc(-n2nc([N+](=O)[O-])c(=NCCc3cccc(C)c3)n2O)cc1,3,-2,-51,3.3,-2,10,-3,10,-0.9,0.2,-10
CCN(c1cccc(C)c1)C1C(=O)c2ccccc2N1C(C)=O (stereo not drawn),-6,-17,9,-0.1,14,5,44,-2.1,-1.6,1.2,10
Cc1ccc(OCCOCCNC(C)C)c(Br)c1,-12,-4,-10,0.9,-3,16,63,1.6,-1.0,1.3,-26
Cc1cccc(C)c1N(CC(=O)NCc1ccco1)C(=O)CNS(=O)(=O)c1ccc(F)cc1,-5,-7,-9,2.0,6,-6,659,1.1,-0.5,0.8,-2
N#C/C(=C\c1cccs1)C(=O)NCc1ccco1,-9,0,16,2.7,0,13,8,-3.1,0.5,1.8,-9
COc1ccc(Cc2noc(CN(C)C3CC(C)(C)NC(C)(C)C3)n2)cc1OC,-11,-8,18,-0.2,-11,3,-17,-3.4,0.7,0.2,4
CCCCNC(=S)NNC(=O)c1cc(C2CC2)nc2ccccc12,-3,1,12,-1.0,-13,-3,-9,-2.2,x,x,-3
CCc1cccc(C)c1NC(=O)c1cccc(N(C)C)c1,5,-2,8,2.5,-20,-16,-27,-1.4,1.9,0.0,-17
CCN(CC)c1ccc(C2NCC(c3ccc([N+](=O)[O-])cc3)O2)cc1 (stereo not drawn),-12,4,6,1.2,-5,-7,600,-1.1,1.4,-2.2,5
O=C(c1ccc(Cl)cc1)c1c[nH]cc1-c1ccccc1,-6,-2,-22,2.6,1,0,-3,3.9,-0.6,-0.4,x
O=C(Nc1ccc(S(=O)(=O)N2CCCCC2)cc1)C1CC(=O)N(c2ccccc2)C1 (stereo not drawn),-2,3,-6,4.1,15,-31,-17,1.1,-0.5,0.6,18
CCOc1cc(/C=N/NC(=O)c2ccccc2-n2cccc2)ccc1O,7,0,18,1.7,0,1,-11,-4.5,-2.8,3.8,1
COc1c(C)cc(C(=O)C2CCCN(S(=O)(=O)c3c(C)noc3C)C2)cc1C (stereo not drawn),5,3,-12,3.2,8,17,-6,2.3,-0.2,2.2,4
CN(C)C=Nc1ccc(Cl)c(Cl)c1,-3,-12,2,2.3,3,-4,412,-0.4,-0.5,0.5,-2
O=C1CN(C(=O)COC(=O)/C=C/c2ccc(F)cc2)c2ccccc2N1,7,-2,10,4.7,6,9,-5,-1.9,-1.9,1.3,-3
CCOC(=O)N1CCC(NC(=O)C(Cc2ccccc2)NC(=O)C2CCCCC2)CC1 (stereo not drawn),-2,4,-5,1.0,-1,-19,-19,0.9,-1.7,0.8,x
CCN1C(=NCCCCO)N[C@@H](c2cccc(C(F)(F)F)c2)C(C(=O)OC)=C1C,-2,6,12,1.0,18,13,658*,-2.1,1.0,3.9,8
CC(=O)c1c(C)[nH]c(C(=O)NCc2ccc(C)cc2)c1C,5,1,-1,2.8,2,-7,18,0.2,-1.0,0.6,13
O=C(COC(=O)CNS(=O)(=O)c1c(Cl)cccc1Cl)Nc1cccnc1Cl,6,6,3,0.1,6,2,-12,-0.6,-1.3,1.1,4
O=C(COc1ccccc1Cl)Nc1ccc(N2CCCC2)cc1,-6,-7,-1,2.3,-3,-17,2,0.3,-2.2,-3.0,0
Cc1ccc(S(=O)(=O)C(CCC(=O)c2ccc(Cl)cc2)C(N)=O)cc1 (stereo not drawn),-2,-13,10,4.3,9,17,329,-2.2,2.1,0.3,-20
CC1CCCC(NC(=O)c2ccc(F)c(S(=O)(=O)N3CCOCC3)c2)C1C (stereo not drawn),-6,-1,1,0.1,4,-8,-12,-0.1,0.6,2.0,20
O=C(Nc1nnc(CCc2ccccc2)s1)c1cccc(F)c1,-13,-15,-10,3.1,-3,4,143,2.0,1.0,-0.2,-7
CCc1n[nH]c2c1/C(=N/O)CCC2,-14,-6,9,2.0,-2,-40,5,-1.6,1.5,1.1,-19
O=C(CN1C(=O)NC2(CCCC2)C1=O)Nc1ccccc1-c1ccccc1,-7,4,13,2.3,0,-8,-8,-2.6,1.2,0.6,18
COc1cccc(CN(C)C(=O)C2CCN(S(=O)(=O)c3cccs3)CC2)c1OC,-12,-4,16,2.4,2,7,25,-3.9,-0.3,3.0,8
COc1ccc(-c2noc(-c3ccccc3C(=O)N3CCOCC3)n2)cc1,4,2,-10,1.4,-2,-1,-6,1.8,-1.2,0.3,22
C=CCC1(CC=C)CCCN1C(=O)Cn1nnnc1CN(C)C(C)C,-6,0,13,1.6,-2,-26,-19,-2.7,-1.1,2.5,3
CCCCn1cnc2c(cnn2-c2ccc(F)cc2)c1=O,-6,4,-3,2.3,-3,4,2,0.5,-2.0,4.0,-5
Cc1nnc(SCC(=O)Nc2ncc(Cl)cc2Cl)n1Cc1ccccc1,-8,-2,6,2.5,-5,3,x,-1.1,2.9,1.9,0
CCOc1ccc(-n2c(SCc3ccc(C#N)cc3)nnc2-c2cccnc2)cc1,-1,5,22,1.1,1,3,213,-4.1,-0.4,-0.5,1
CCCCNCC(=O)Nc1ccc(NC(=O)CNCCCC)cc1,-7,2,1,-0.4,9,-27,x,-0.2,-0.8,-0.3,15
Cc1ccc(NC(=O)C2CC2c2ccccc2)cc1 (stereo not drawn),1,-9,2,1.4,-3,-17,11,-0.3,-1.0,1.1,41
O=c1c2ccccc2nc(-c2ccccc2)n1CCCn1ccnc1,-9,-10,27,1.0,3,-12,5,-4.8,1.4,3.0,9
COc1ccc(OC)c(NC(=O)CN(c2ccc(C(C)C)cc2)S(=O)(=O)c2c(C)noc2C)c1,-4,0,-19,1.5,10,-18,222,3.8,-0.4,4.2,-17
C=CCn1c(CSCc2ccc(F)cc2)n[nH]c1=S,5,5,1,2.1,-3,10,3,-0.1,-1.7,1.5,-10
COc1cccc(NC(=O)c2ccc3nsnc3c2)c1,10,-1,17,1.9,-6,-16,133,-3.3,-0.8,0.8,17
CCC(C)COC(=O)C(C#N)c1nc2ccccc2nc1N1CCCCC1 (stereo not drawn),7,1,3,0.2,-5,17,-7,-0.6,-0.4,3.9,x
CN1CCN(c2ccc(S(=O)(=O)N3CCCCC3)cc2NC(=O)CCc2ccccc2)CC1,2,-8,2,2.2,-2,11,3,-0.5,-1.8,1.3,-10
COC(=O)[C@]1(C)N[C@H](c2ccc(-c3cccc(Cl)c3)c(OC)c2)[C@@H]2C(=O)N(C)C(=O)[C@@H]21,8,4,6,-0.5,1,-11,26,-1.0,-3.7,-2.0,9
Cc1ccc(C)c(N(CC(=O)Nc2ccc(-c3nc4ccc(C)cc4s3)cc2)S(C)(=O)=O)c1,2,12,-8,1.9,-2,-12,3,1.6,-0.8,3.5,-6
Cn1nc(C(F)(F)F)c(C#N)c1N1CCN(c2ccccc2F)CC1,-1,-12,1,3.1,-14,17,-7,-0.1,-0.2,-1.8,18
O=C(O)Cc1ccc(O)c(O)c1,-9,4,11,4.3,9,-20,231,-1.9,-0.3,0.2,14
CC(C)(C)NC(=O)CN(C(=O)CS(=O)CC(=O)Nc1ccc(F)cc1)c1ccccc1 (stereo not drawn),-9,-8,10,-0.9,8,-9,-8,-1.8,-1.5,-1.2,x
O=C(CN(Cc1ccccc1Cl)C(=O)c1csnn1)NCc1ccccc1,-10,6,3,1.3,-3,1,-2,-0.6,-0.1,1.9,-49
Cc1c(C)n(CC(O)CN(CCO)CCO)c2ccccc12 (stereo not drawn),-8,-3,15,3.8,5,1,6,-2.9,-1.4,1.7,15
CC(Sc1nnc2ccccn12)C(=O)N1CCc2ccccc2C1 (stereo not drawn),10,6,8,-0.4,-5,-9,0,-1.6,-1.0,2.9,2
CCOC(=O)c1cc(-c2ccc(OC)cc2)n(CCC(=O)NC2CCN(Cc3ccccc3)CC2)c1C,-1,2,-12,3.1,0,-1,28,1.7,-1.1,-1.4,0
Cc1cc(-n2c(C)cc(C(=O)COc3ccc(F)c(F)c3)c2C)no1,2,0,0,x,1,-1,26,0.0,-1.7,0.9,-20
COc1ccc2nc(NC(=O)c3ccc4ncsc4c3)sc2c1,-1,-7,-54,x,-9,-4,-13,9.2,1.7,1.2,4
COc1cccc(N2CCN(C(=O)Cn3c(=O)oc4ccccc43)CC2)c1,-10,-6,9,-0.9,0,-11,11,-2.1,-0.4,-0.4,3
CC(C)(C)C(=O)N1CCCC1C(=O)O (stereo not drawn),-2,0,13,1.6,1,-10,40,-2.4,-0.1,0.7,-9
O=C(Cc1ccc2c(c1)OCCO2)N1CCN(c2ccccc2)CC1,-6,1,-5,2.4,-5,-3,-10,0.9,2.8,3.0,0
